Cneo AK release – Cryptococcus neoformans lysis via adenylate kinase release; C. neoformans lysis, adenylate kinase release luminescence, 4 h; normalised: neutral wells 0, clomiphene wells 100; lysis activity, % at 15 µM; hit rate 0.2% among 360,000; AID 651654;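 active = mean lysis activity across replicates of at least 80%, whatever share of replicates individually reach that level; inactive = mean lysis activity below 80%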
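Material – Cryptococcus neoformans yeast cells · Quantity – 5 × 10^6 yeast cells/mL · Buffer or medium – YPD medium · Compound – single dose · Timing – 4 h static compound exposure, 37 °C, read 1 h post-reagent · Signal – adenylate kinase release luminescence · Read-out basis – lysis from increased AK signal · Benchmarks – Clomiphene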
miR122 inh – miR-122 inhibition in Huh7 cells; AID 602342; hit rate 0.3% among 340,000; activation (reporter increase), % at 12.5 µM; Huh7 miR-122 Renilla luciferase sensor, 48 h; neutral wells = 0, positive control = 100;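 active = mean replicate activation score at least 90 and every replicate individually at or above 90; inconclusive = only one of the two criteria met; inactive = neither criterion met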;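 note: higher luciferase means less miR-122 activity so hits act as miR-122 inhibitors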
ARNT TACC3 PPI – disrupts binding between human ARNT and TACC3; AID 623870; Q9Y6A5; inhibition, % at 9.99 µM; hit rate 0.66% among 390,000; AlphaScreen His-ARNT PAS-B/GST-TACC3 binding, luminescence; TACC3 fragment carries E629A point mutation;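 active = mean inhibition of replicates at least 50% and at least half of replicates each reaching 50%; inconclusive = half or more replicates reach 50% but mean below 50%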;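 note: 0% = complete ARNT plus TACC3 wells and 100% = ARNT alone without TACC3; many hits fall short of the cut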
C2C12 statin – protects C2C12 myotubes from simvastatin toxicity | rescue of ATP level, % at 7.49 µM | hit rate 0.78% among 330,000 | ATP luminescence, 48 h; scaled: DMSO 0, geranylgeraniol control 100;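 active = mean ATP rescue above about 67%, or every replicate alone reaching that limit, limit read from the data, passing the limit was not always enough; inconclusive = no clear call, values can overlap the other calls; inactive = mean under the limit and some replicate under it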;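 note: myotubes were challenged with 10 µM simvastatin during compound exposure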
esBAF inh – SWI/SNF esBAF complex inhibition. mouse ES cells, Bmi1-luciferase knock-in reporter, 24 h; 100% = twice the neutral-well signal. reporter increase, % at 12.5 µM. hit rate 2% among 350,000; in the data active = activation above about 40%; inconclusive = no clear call, values can overlap the other calls;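 note: 0% = median of the plate's neutral control wells and 100% = double that signal; a rise in the Bmi1 reporter signal indicates esBAF inhibition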
ERp5 block – inhibitors of human ERp5. ERp5 insulin aggregation, absorbance 650 nm, 90 min. inhibition, % at 9.99 µM. hit rate 0.05% among 350,000. AID 651711;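 active = mean replicate inhibition above about 25%, with every replicate also reaching it, limit read from the data, passing the limit was not always enough; inconclusive = only one of those two criteria met; inactive = neither criterion met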
Target sequence (Q15084 whole entry, looked up): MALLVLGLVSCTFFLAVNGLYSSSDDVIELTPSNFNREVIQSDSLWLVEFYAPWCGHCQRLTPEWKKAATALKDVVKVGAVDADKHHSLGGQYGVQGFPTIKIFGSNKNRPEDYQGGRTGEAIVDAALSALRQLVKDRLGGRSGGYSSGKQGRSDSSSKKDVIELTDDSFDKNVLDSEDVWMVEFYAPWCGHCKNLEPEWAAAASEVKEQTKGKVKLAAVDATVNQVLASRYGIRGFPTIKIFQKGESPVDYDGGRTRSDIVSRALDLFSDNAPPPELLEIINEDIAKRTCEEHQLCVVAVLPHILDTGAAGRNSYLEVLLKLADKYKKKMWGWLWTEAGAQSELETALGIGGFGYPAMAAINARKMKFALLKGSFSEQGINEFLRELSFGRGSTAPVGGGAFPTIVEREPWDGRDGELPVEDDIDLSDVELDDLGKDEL
SIRT5 block – sirtuin-5 (human) deacylase inhibition; Q9NXA8; Purified SirT5, succinyl-peptide AMC, trypsin-coupled fluorescence; hit rate 1.1% among 330,000; inhibition, % at 15 µM; in the data active = inhibition above about 15%; inconclusive = no clear call, values can overlap the other calls
Target sequence (Q9NXA8 whole entry, looked up): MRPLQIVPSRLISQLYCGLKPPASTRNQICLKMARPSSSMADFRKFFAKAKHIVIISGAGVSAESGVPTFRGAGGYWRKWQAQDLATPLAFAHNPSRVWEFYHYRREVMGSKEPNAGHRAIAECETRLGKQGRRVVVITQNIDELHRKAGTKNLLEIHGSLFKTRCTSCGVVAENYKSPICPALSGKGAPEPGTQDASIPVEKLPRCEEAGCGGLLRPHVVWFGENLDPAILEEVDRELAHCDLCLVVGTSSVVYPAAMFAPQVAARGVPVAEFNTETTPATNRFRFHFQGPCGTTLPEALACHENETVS
Starred values were filed as active, the others as inactive; ? = inconclusive; nt = not tested or not shown; [ ] = dose if it differs, or a comment.

Start of the data: the first 2 entries (preview)
Compound,Cneo AK release,miR122 inh,ARNT TACC3 PPI,C2C12 statin,esBAF inh,ERp5 block,SIRT5 block
CC1CCc2c(sc3[nH]c(=S)n(C)c(=O)c23)C1 (stereo unspecified),7,1,11,4,3,2,0
Cc1ccc(NC(=O)CSCC(=O)Nc2ccccc2C(=O)N2CCCCC2)cc1,nt,2,-1,nt,nt,4,-3

The list itself (from the top)
Compound,Cneo AK release,miR122 inh,ARNT TACC3 PPI,C2C12 statin,esBAF inh,ERp5 block,SIRT5 block
CC1CCc2c(sc3[nH]c(=S)n(C)c(=O)c23)C1 (stereo unspecified),7,1,11,4,3,2,0
Cc1ccc(NC(=O)CSCC(=O)Nc2ccccc2C(=O)N2CCCCC2)cc1,nt,2,-1,nt,nt,4,-3
O=C1CCCCC1,0,-1,nt,10,1,-6,nt
COc1ccccc1N(CC(=O)Nc1ccc(S(=O)(=O)N2CCCCC2)cc1)S(C)(=O)=O,7,8,1,3,9,nt,nt
O=C(NNS(=O)(=O)c1ccc(F)cc1)c1cc2ccccc2cc1O,3,4,3,-6,-4,-5,-2
CCOC(=O)/C(C#N)=C/c1ccc(OC(=O)c2ccccn2)cc1,-1,7,-4,nt,nt,-3,-1
c1coc(CNC2CCCCC2)c1,1,nt,-2,6,-5,nt,nt
C=CCN(CC=C)C(=O)C1CCN(S(=O)(=O)c2ccc(N3CCCC3=O)cc2)CC1,-4,-12,1,-1,-5,-2,-3
O=C(CCC1CCCC1)Nc1ccccc1-c1ccccc1,nt,-7,-20,0,-4,nt,nt
O=S(=O)(c1ccc(Cl)cc1)N1CCCC1c1nc(-c2cccc(Cl)c2)no1 (stereo unspecified),0,1,-5,nt,nt,nt,nt

A second format for 4 compounds above.
The line under a structure holds: Cneo AK release, miR122 inh, ARNT TACC3 PPI, C2C12 statin, esBAF inh, ERp5 block, SIRT5 block
- O=C(NNS(=O)(=O)c1ccc(F)cc1)c1cc2ccccc2cc1O
 : 3, 4, 3, -6, -4, -5, -2
- CCOC(=O)/C(C#N)=C/c1ccc(OC(=O)c2ccccn2)cc1
 : -1, 7, -4, nt, nt, -3, -1
- c1coc(CNC2CCCCC2)c1
 : 1, nt, -2, 6, -5, nt, nt
- C=CCN(CC=C)C(=O)C1CCN(S(=O)(=O)c2ccc(N3CCCC3=O)cc2)CC1
 : -4, -12, 1, -1, -5, -2, -3

Some of the entries above in another layout.
Below each SMILES – Cneo AK release | miR122 inh | ARNT TACC3 PPI | C2C12 statin | esBAF inh | ERp5 block | SIRT5 block
- CC1CCc2c(sc3[nH]c(=S)n(C)c(=O)c23)C1 (stereo unspecified)
→ 7 | 1 | 11 | 4 | 3 | 2 | 0
- Cc1ccc(NC(=O)CSCC(=O)Nc2ccccc2C(=O)N2CCCCC2)cc1
→ nt | 2 | -1 | nt | nt | 4 | -3

Continuation.
Compound,Cneo AK release,miR122 inh,ARNT TACC3 PPI,C2C12 statin,esBAF inh,ERp5 block,SIRT5 block
Cc1ccc(S(=O)(=O)N2CCOCC2)cc1NC(=O)c1ccc(F)cc1F,0,nt,-2,1,-4,-10,-5
COc1ccc(/C=N/NC(=O)c2ccc(COc3cccc4cccnc34)cc2)cc1OC,-1,-1,nt,1,8,-1,1
COc1ccc(CN(C)C[C@@H]2OCCCC[C@H](C)Oc3ccc(NS(=O)(=O)c4cn(C)cn4)cc3C(=O)N([C@@H](C)CO)C[C@H]2C)cc1,45,29[16.7 µM],-9,nt,-8,-2,-1
COc1cc(S(=O)(=O)N2CCN(c3ccccc3)CC2)ccc1Cl,1,0,3,0,8,-3,3
CCNC(=O)/C=C1\NC(C)(C)Cc2c1ccc1ccccc21,-1,-2,-4,26,-5,-2,-2
O=C(C[C@H]1CC[C@H](NC(=O)c2cccnc2)[C@@H](CO)O1)NCc1ccc(Cl)c(Cl)c1,3,2[16.7 µM],-8,6,-3,-6,-1
COC(=O)[C@]1(C)N[C@H](CN(C)C(=O)Nc2ccc(Cl)cc2)[C@@H]2C(=O)N(C)C(=O)[C@@H]21,-1,-1,0,4,8,-1,-1
CCN1CCN(CCNC(=O)C2CCCN(Cc3nc(-c4cccc(Cl)c4)oc3C)C2)CC1 (stereo unspecified),0,-7,2,-32,-12,-4,nt
O=C(COC(=O)c1ccc2c(c1)OCCO2)NCc1ccc(Cl)cc1,1,3,nt,11,-7,3,-1
CCn1nccc1C(=O)Nc1ccc(C(=O)OC(C)C)cc1,-5,nt,-8,-29,?,3,0
CSCCC(=O)Nc1nc(-c2ccccn2)cs1,nt,nt,58*,nt,nt,0,-1
CNC[C@@H]1Oc2c(NC(=O)c3cc(C)nn3C)cccc2C(=O)N([C@@H](C)CO)C[C@H]1C,-2,-11[16.7 µM],-8,4,-2,3,-1
C[C@@H]1CN([C@@H](C)CO)C(=O)c2cc(NC(=O)C3CC3)ccc2O[C@@H]1CN(C)C,0,-2[16.7 µM],17,-20,-2,3,-5
Cc1noc(C)c1COc1ccccc1C(=O)NNC(=O)C(C)Oc1ccccc1F (stereo unspecified),-2,1,10,7,nt,2,-14
CCOc1ccc(NC(=O)CN(C)C(=O)c2cc(S(=O)(=O)N(C)C)ccc2N2CCCC2)cc1OCC,7,-2,-11,20,-4,0,-9
C[C@H](CO)N1C[C@H](C)[C@@H](CN(C)S(=O)(=O)c2cccc(F)c2)Oc2ncc(C#CC3CC3)cc2C1=O,-1,10[16.7 µM],0,-1,17,5,0
CCOC(=O)C1=C(C)NC2=C(C(=O)CCC2)C1c1ccc(O)c(OCC)c1 (stereo unspecified),nt,-5,nt,3,-4,nt,nt
Cn1c(N)c(C(=O)COC(=O)c2ccc(Cl)c(S(=O)(=O)N3CCCC3)c2)c(=O)n(C)c1=O,3,-7,9,-7,5,3,0
Cc1cc(C)nc(SCc2cccc(C(=O)O)c2)n1,1,-1,-4,19,-9,2,1
Cn1c(N2CCOCC2)cc(=O)n(C)c1=O,0,-5,-3,16,-1,-2,nt
C[C@H]1CN([C@@H](C)CO)C(=O)c2cc(C3=CCCC3)cnc2O[C@H]1CN(C)C(=O)Cc1ccncc1,-1,6[16.7 µM],-2,53,1,1,-2
C#CCN1Cc2ccccc2Oc2cc(Br)ccc2S1(=O)=O,4,0,-1,-16,-8,-1,-1
O=C(CNC(=O)C12CC3CC(CC(C3)C1)C2)N1CCN(S(=O)(=O)/C=C/c2ccccc2)CC1,3,-8,-5,nt,nt,2,0
CC(C)C(c1nnnn1Cc1cccs1)N1CCN(C2CCCC2)CC1 (stereo unspecified),-1,-1,nt,-5,-5,nt,nt
CCC(=O)c1ccc2c(c1)N(CCCN(C)C)c1ccccc1S2,-2,-4,8,-42,-88,7,-1
CC(C)NC(=O)N1[C@H](CO)[C@@H]2c3ccccc3N(C)C[C@@H]21,3,-29[16.7 µM],-2,18,0,-2,0
CC(C)NC(=O)N(C)C[C@H]1OCCCC[C@H](C)Oc2ccc(NS(=O)(=O)c3cccs3)cc2C(=O)N([C@@H](C)CO)C[C@@H]1C,-4,7[16.7 µM],-14,nt,-1,-3,-6
CN(C)CC#Cc1ccc([C@H]2[C@H](CO)N3CCCCN(C(=O)C4CC4)C[C@@H]23)cc1,-2,-28[16.7 µM],-8,nt,nt,nt,nt
Cc1c(Cl)c([N+](=O)[O-])nn1CCCC(=O)Nc1cc(Oc2ccccc2)cc([N+](=O)[O-])c1,0,-4,-10,5,-2,4,1
CCOC(=O)NC(NCc1ccccc1Cl)(C(F)(F)F)C(F)(F)F,-1,-1,-4,nt,nt,nt,nt
CCC1=NN(C(=O)Cc2ccccc2)C(O)(c2ccncc2)C1 (stereo unspecified),nt,nt,10,nt,nt,2,1
O=C(CN1CCN(C2CCCCC2)CC1)Nc1cccc2ccccc12,0,4,-12,0,5,2,0
O=C(CSc1nc2ccccc2c(=O)n1CCCN1CCOCC1)NCCc1ccccc1,-1,-7,-4,-8,-1,4,8
Cc1cccc(C(=O)NC(C(=O)Nc2nc(-c3ccccn3)cs2)C(C)C)c1 (stereo unspecified),nt,nt,45,nt,nt,0,-9
O=C(Nc1cccc(Cl)c1)C1=CC=CN2CCS(=O)(=O)N=C12,0,-5,-5,-1,2,4,1
CCC(C)N=C1Sc2nc3ccc(C)cc3cc2CN1CCOC (stereo unspecified),nt,3,3,0,29,5,-2
CC(=O)Oc1ccc(/C=c2\sc3ncnn3c2=O)cc1,5,0,1,4,5,nt,nt
CO[C@H]1CN(C)C(=O)c2cc(NC(=O)Nc3cccc(F)c3)ccc2OC[C@H](C)N(C(=O)Nc2c(C)noc2C)C[C@H]1C,0,nt,-3,-5,2,-2,-1
COCCNc1ncnc2c1cnn2-c1ccc(Cl)cc1,-6,-14,3,-6,11,nt,nt
COC(=O)c1cc(C(=O)OC)cc(-n2c(C)cc(C=O)c2C)c1,nt,nt,0,nt,nt,7,0
C[C@H]1CN([C@@H](C)CO)C(=O)c2cc(C#Cc3ccccc3F)cnc2O[C@@H]1CN(C)C(=O)C1CCC1,-3,-8[16.7 µM],1,19,-4,-4,0
COc1ccc(Cc2nc3ccc(C(=O)N(C)CCn4ccnc4)cc3o2)cc1OC,6,-8,-1,-2,48*,0,-1
Cc1ccc(C)c(S(=O)(=O)Nc2ccc3scnc3c2)c1,-2,158*,-3,-17,7,nt,nt
CN(C)c1ccc(CN(C)C2CCCCC2)cc1,3,1,-34,-9,2,nt,nt
CCNC(=O)C[C@H]1CC[C@@H]2[C@H](COC[C@@H](O)CN2C(=O)Nc2ccc(C(F)(F)F)cc2)O1,0,5[16.7 µM],-4,-18,0,-4,6
O=C(Nc1ccc(F)cc1)N[C@H]1CC[C@H](CCNS(=O)(=O)c2ccccc2F)O[C@H]1CO,-6,nt,-7,0,1,2,-3
COc1cc(OC)c(OC)cc1/C=C/c1ccnc2ccccc12,nt,35,32,4,9,-1,2
CS(=O)(=O)N(CC(=O)N1CCc2ccccc2C1)c1ccc2c(c1)OCO2,-4,0,-4,14,6,nt,nt
CC12CC3CC(C)(C1)CC(C(=O)N1CCN(C(=O)C4CCCO4)CC1)(C3)C2 (stereo unspecified),-1,2,0,4,0,5,-4
O=c1c2[nH]c3ccc(F)cc3c2ncn1CCCN1CCOCC1,-1,nt,nt,3,5,nt,nt

Later entries
Compound,Cneo AK release,miR122 inh,ARNT TACC3 PPI,C2C12 statin,esBAF inh,ERp5 block,SIRT5 block
Cc1nnc(NC(=O)c2ccc3ccccc3c2)o1,-5,4,52*,-16,8,nt,nt
Cc1ccc2cccc(S(=O)(=O)N3CCN(c4ccccc4F)CC3)c2n1,nt,11,-4,nt,nt,-8,-6
CC/C(=N\NC(N)=O)c1ccc(OC(F)F)cc1,2,-4,-3,nt,nt,1,0
CCCCCN(C(=O)CCC(=O)OCC(=O)c1ccc(F)c(F)c1)c1c(N)n(CCCC)c(=O)[nH]c1=O,9,-3,1,7,6,6,5
CN(C)c1ccc(N=Nc2ccc3ncccc3c2)cc1,-2,-5,20,-23,-49,-1,3
CC(C)C#Cc1ccc2c(c1)O[C@H](CN(C)C(=O)CN(C)C)[C@@H](C)CN([C@H](C)CO)S2(=O)=O,3,6[16.7 µM],-2,13,0,1,-1
COc1ccc(NC(=O)N(C)C[C@@H]2Oc3ccc(NC(=O)Cc4cn(C)c5ccccc45)cc3C(=O)N([C@H](C)CO)C[C@@H]2C)cc1,0,0[16.7 µM],5,nt,1,2,7
C[C@H](CO)N1C[C@H](C)[C@@H](CN(C)Cc2ccncc2)OCCCC[C@H](C)Oc2ccc(N(C)C)cc2C1=O,-2,0[16.7 µM],7,-11,2,7,0

Screening results as filed in PubChem BioAssay.

An unsorted share of the library. Share with any hit: about 4%.
